CHT block = inhibitors of human choline transporter CHT | CHT-expressing cells, membrane potential dye, choline response; active compounds read low | 310,000 tested, 0.86% active | B-score at 10 µM;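 active means B-score over 3 SD under the library average, and starting fluorescence ratio not unusually high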;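 further: choline stimulus applied at its EC90 after an EC20 pre-addition; B-score computed on integrated fluorescence ratio after choline addition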
Target sequence (Q9GZV3 whole entry, looked up): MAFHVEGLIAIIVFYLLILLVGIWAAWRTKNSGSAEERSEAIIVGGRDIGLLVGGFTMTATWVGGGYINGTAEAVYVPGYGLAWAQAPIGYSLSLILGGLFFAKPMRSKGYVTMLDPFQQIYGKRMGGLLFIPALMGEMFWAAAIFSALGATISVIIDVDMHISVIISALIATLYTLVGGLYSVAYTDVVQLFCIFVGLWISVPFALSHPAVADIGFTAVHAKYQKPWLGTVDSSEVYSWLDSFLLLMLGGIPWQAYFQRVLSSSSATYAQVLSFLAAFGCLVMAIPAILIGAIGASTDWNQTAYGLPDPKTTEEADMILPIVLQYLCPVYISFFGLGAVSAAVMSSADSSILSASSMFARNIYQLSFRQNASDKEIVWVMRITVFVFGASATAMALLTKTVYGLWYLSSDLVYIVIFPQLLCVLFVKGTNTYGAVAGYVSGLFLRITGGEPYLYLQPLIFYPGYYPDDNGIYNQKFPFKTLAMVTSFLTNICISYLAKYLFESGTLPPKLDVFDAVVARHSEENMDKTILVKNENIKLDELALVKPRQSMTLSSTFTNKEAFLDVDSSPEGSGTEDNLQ
Kir21 inh = inhibitors of mouse Kir2.1 inward-rectifier potassium channel | Inward rectifier potassium channel 2 (Mus musculus), P35561 | HEK293-Kir2.1, FluxOR thallium flux fluorescence; active compounds read low | B-score at 10 µM | 310,000 tested, 0.85% active | AID 1672, 2009;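 active means fluorescence ratio B-score at or below minus 3 SD of library scores, with starting-brightness B-score within 2 SD, cut at about -4.2 in these data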;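 further: channel flux triggered by added potassium and thallium sulfate stimulus; B-score of peak minus minimum fluorescence over baseline after thallium stimulus; more negative B-score means stronger Kir2.1 block with less thallium influx; some compounds called inactive have numbers as strong as hits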
Target sequence (P35561 whole entry, looked up): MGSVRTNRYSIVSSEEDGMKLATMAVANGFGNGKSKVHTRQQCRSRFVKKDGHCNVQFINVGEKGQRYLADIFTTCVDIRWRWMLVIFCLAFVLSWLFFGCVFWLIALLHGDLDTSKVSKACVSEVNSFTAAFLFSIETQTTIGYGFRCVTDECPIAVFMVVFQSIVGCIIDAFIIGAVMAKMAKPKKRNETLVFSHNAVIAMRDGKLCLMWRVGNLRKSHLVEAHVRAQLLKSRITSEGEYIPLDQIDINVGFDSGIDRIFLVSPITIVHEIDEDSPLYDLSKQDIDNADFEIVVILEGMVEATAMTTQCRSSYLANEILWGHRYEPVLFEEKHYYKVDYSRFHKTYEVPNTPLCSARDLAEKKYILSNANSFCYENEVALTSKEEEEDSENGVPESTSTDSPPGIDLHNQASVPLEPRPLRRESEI
An asterisk follows results filed as active; i = inactive; . = not tested or not shown.

Values run as follows: CHT block, Kir21 inh
- O=C(COC(=O)Cc1ccc(Cl)c(Cl)c1)Nc1ccc2[nH]c(=O)[nH]c2c1
→ i, 0.16
- CCN1CCC(=NNC(=O)c2ccco2)CC1
→ i, -0.53
- Cc1ccc(S(=O)(=O)N(Cc2ccc(Cl)cc2)c2ccccc2C(=O)O)cc1
→ i, 0.64
- CCOc1ccc2nc(N(CCCN(C)C)C(=O)c3ccc(S(=O)(=O)N4CCc5ccccc5C4)cc3)sc2c1
→ i, -0.14
- O=C(/C=C/c1ccc(O)c(O)c1)c1ccc(S(=O)(=O)N2CCCCCC2)cc1
→ i, -1.9
- CC(C)[C@H](NC(N)=O)C(=O)NNC(=O)COc1cccc(C(F)(F)F)c1
→ i, -0.67
- Cc1ccc(NC(=O)c2c(-c3ccccc3)noc2C)nc1
→ i, 1.4
- COc1ccc(C(=O)NCCCCCC(=O)N/N=C/c2ccco2)cc1OC
→ i, 0.63
- Cc1nn(-c2ccccc2)c(C)c1/C=N/N1CCN(c2ccccc2)CC1
→ i, -1.8
- Cc1ccc(CCCOC(=O)C[N+]2(C)CCCC2)cc1
→ i, 1.1
- CCOc1ccc(NC(=O)c2cccc3ccccc23)cc1
→ i, -0.88
- CCC(=O)Nc1nc(C)c(C(=O)Nc2cccc(Cl)c2)s1
→ i, -1.6
- O=S(=O)(c1ccc(F)cc1)N1CCCN(c2nccc(C(F)(F)F)n2)CC1
→ i, 2
- COc1ccccc1-n1c(SCC(=O)c2ccc(O)cc2O)nc2cc([N+](=O)[O-])ccc21
→ i, -0.37
- COC(=O)c1cc(NC(=O)CN2CCOCC2)cc(C(=O)OC)c1
→ i, 2.2
- CCc1cccc(CC)c1NC(=O)COC(=O)CC1c2ccccc2CCN1S(=O)(=O)c1ccc(F)cc1 (stereo not given)
→ i, 1.5
- COC(=O)C1=C(C(=O)OC)[C@@H]2N(Cc3ccccc3)c3ccccc3[C@@]23C[C@@H](C(=O)OC)N(C(=O)NC2CCCCC2)C3=N1
→ i, 0.7
- Cc1cccc(NC(=O)NC2(C)CCS(=O)(=O)C2)c1 (stereo not given)
→ i, 0.53
- CC1CCc2onc(C(=O)O)c2C1 (stereo not given)
→ i, 0.53
- O=C(CCC(=O)OCC(=O)c1ccccc1)NC1CCCCC1
→ i, 0.16
- CC1(C)C2CCC1(C)C(Nc1ccccc1)C2 (stereo not given)
→ i, -0.73
- COc1cccc(Nc2c(Nc3cccc(OC)c3)c(=O)c2=O)c1
→ i, 1.4
- Cc1ccc(NC(=O)C2CCN(S(=O)(=O)c3ccc4c(c3)NC(=O)C(C)S4)CC2)cc1Cl (stereo not given)
→ i, 0.93
- Cc1ccc(/C=C2/NC(=O)N(Cc3ccccc3)C2=O)o1
→ i, -1.5
- COc1cccc(CC(=O)Nc2cc(C(F)(F)F)ccc2N2CCCC2)c1
→ i, -0.5
- Cc1cc2nnc(SCC(=O)Nc3cccc(S(=O)(=O)N4CCOCC4)c3)n2c2ccccc12
→ i, 1.7
- O=C(CCC1CCCN(C(=O)c2cc3ccccc3o2)C1)NCc1ccc(F)c(F)c1 (stereo not given)
→ i, -1.2
- O=C1CC(Cc2ccccc2)C(=O)N1c1ncccn1 (stereo not given)
→ i, 0.61
- COC(=O)c1sc(Nc2ccccc2)nc1C
→ i, 0.45
- Cc1csc2nc(CSc3ccc(Cl)cc3)cn12
→ i, -0.79

(cont.)
Values run as follows: CHT block, Kir21 inh
- CN(C)NC(=S)Nc1ccc(Cl)cc1
→ i, -0.04
- COc1cc(C)ccc1OCc1cc(C(=O)N(C)CCCN2CCOCC2)no1
→ i, 2.7
- Cc1onc(-c2ccccc2)c1C(=O)NCc1ccc(Cl)cc1
→ i, -1.5
- COc1ccc(-c2nc(NC(=O)Cn3cnnn3)sc2C)cc1
→ i, 0.63
- COc1ccc(Cc2nc3ccc(C(=O)NCC4COCCO4)cc3o2)cc1OC (stereo not given)
→ i, -1.4
- CC(C)Oc1ccc(C(=O)Nc2ccc3c(c2)n(C)c(=O)n3C)cc1
→ i, -0.03
- Cc1ccccc1NC(=O)CSc1nc2c(c(-c3ccco3)c1C#N)CCCC2
→ i, -0.62
- O=C(NCc1ccco1)C1CN(S(=O)(=O)c2ccccc2)CCN1S(=O)(=O)c1ccccc1 (stereo not given)
→ i, 0.44
- Cc1ccc(-c2cc(C(=O)N3CCCc4ccccc43)no2)cc1
→ i, 1
- CCC(=O)Nc1cccc(NC(=O)CSc2nnc(-c3ccc(NS(C)(=O)=O)cc3)n2CC)c1
→ i, -0.09
- CCOc1ccc(N2C(=O)/C(=C/c3cc(OC)c(OC)c(OC)c3)N(CC(=O)OC)C2=S)cc1
→ i, 1.5
- CCCCOc1ccc(S(=O)(=O)N2CCCCC2)cc1
→ i, -0.21
- CC/C(C)=C1\SC(N2CCN(C(C)=O)CC2)=NC1=O
→ i, 1
- CC(C)c1ccc(NC(=O)c2ccc3c(c2)CCN3S(C)(=O)=O)cc1
→ i, 0.04
- Cc1ccccc1COC(=O)CCCC1=NS(=O)(=O)c2ccccc2N1
→ i, -0.64
- COCC(=O)Nc1nnc(C2CCCCC2)s1
→ i, 1.7
- Cc1ccc(S(=O)(=O)NN2C(=O)c3ccccc3NC2(C)C)cc1
→ i, -0.09
- Cc1nnc(SCC(=O)NC(C)(C)C)n1NCc1c(F)cccc1Cl
→ i, -0.87
- Cc1ccc2oc(C(=O)Nc3ccc(S(=O)(=O)Nc4onc(C)c4C)cc3)cc(=O)c2c1
→ i, -1.2
- O=C(Nc1ccccc1N1CCOCC1)c1ccc(Cl)c(S(=O)(=O)NCc2ccco2)c1
→ i, -3.3
- CC(C)NC(=O)C1CCN(Cc2cnn(-c3ccccc3)c2-n2cccc2)CC1
→ i, 2.1
- O=C(NCc1ccco1)c1ccc(COCC(F)(F)C(F)F)cc1
→ i, 1.6
- COc1ccc(C(=O)N/N=C(\C)CC(=O)Nc2ccc(N(C)C)cc2)c(OC)c1
→ i, 0.01
- COc1cc(/C=N\NC(=O)c2c(C)nc3cc(C)ccn23)ccc1O
→ i, 2.1
- Cc1cc(C(=O)Nc2ccc(C(=O)O)cc2)c(C)o1
→ i, 1.2
- COc1cccc(CN2CCNC(=O)C2CC(=O)NCCCC2CCCC2)c1OC (stereo not given)
→ i, -0.68
- Cc1ccc(NC(=O)Nc2ccccc2)nc1
→ i, 1.3
- COc1cc(/C=C2/C(=N)N3C=CSC3=NC2=O)ccc1OCCCOc1cc(C)ccc1C
→ i, -0.89
- CCC1COC(c2cccn2Cc2ccccc2Cl)=N1 (stereo not given)
→ i, 0.1
- CCc1nc(Sc2nnnn2-c2ccccc2)c2c3c(sc2n1)CCCC3
→ i, -1.5

(more compounds)
Values run as follows: CHT block, Kir21 inh
- Cc1c(Br)ccc(NC(=O)Cn2nc(-c3cccs3)ccc2=O)c1C
→ i, -0.99
- OC1(c2cccnc2)CCN(Cc2nnnn2Cc2ccccc2)CC1
→ i, 3.3
- CCOC(=O)N1CCN(C(=O)CN(Cc2ccccc2)S(=O)(=O)c2ccc(OC)c(C)c2)CC1
→ i, -1.6
- COc1cc(C)ccc1OCc1cc(C(=O)N2CCCCCC2)no1
→ ., 0.09
- N#Cc1cccc(N=Cc2c(O)ccc3ccccc23)c1
→ i, 0.51
- COc1cc(C(=O)OCCNC(=O)c2ccccc2)cc(OC)c1OC
→ i, -1.8
- CC12CCC(c3n[nH]c(=S)nc31)C2(C)C (stereo not given)
→ i, -0.23
- CCN(CC(=O)NC(C)(C)C)Cc1nc2c(Br)cc(Br)cc2c(=O)[nH]1
→ i, 0.3
- CC(=O)Nc1ccc(NC(=O)c2c(C)nn(Cc3ccccc3Cl)c2C)cc1
→ i, 0.68
- c1ccc(C2=Nn3c(nnc3-c3ccccn3)SC2)cc1
→ i, 0.42
- O=C(Nc1cc(=O)c2ccccc2o1)N1CCOCC1
→ i, 2.3
- O=C(Nc1cccc2c1CCCC2)c1ccccc1Br
→ i, 0.04
- CC(C)N(CCNC(=O)C1CCCN(c2ncnc3c2nc2n3CCCCC2)C1)Cc1ccccc1 (stereo not given)
→ i, -1.3
- COc1ccc(C(C(=O)NCC2CCCO2)N(C(=O)CNC(=O)c2cccs2)c2ccccc2C)cc1OC (stereo not given)
→ i, 1.1
- CCOc1cc(S(=O)(=O)Nc2ccc(CC)cc2)ccc1Cl
→ i, -1.1
- CC(C)Nc1ccc(C(CC(N)=O)NC(=O)Cc2ccc(Cl)cc2)cc1[N+](=O)[O-] (stereo not given)
→ i, -0.55
- CC(=O)C1=C(O)CC(C)(C)CC1=NCc1nc2ccccc2[nH]1
→ i, 0.63
- O=C(CSc1nc(-c2ccc(F)cc2)cs1)NCCN1C(=O)CSC1=O
→ i, 2
- CCOC(=O)Cc1csc(NC(=O)CN(C)S(=O)(=O)c2ccc3c(c2)CCC(=O)N3)n1
→ i, .
- O=C(CN1CCOCC1)Nc1ccc(C2CCCCC2)cc1
→ i, 0.24
- CCCN(CC(=O)Nc1ccccc1OC)C(=O)C1CCCC1
→ i, -0.7
- Cn1c(O)c(N=NC(=O)Cn2ccc(C(F)(F)F)n2)c2ccccc21
→ i, -0.64
- Cc1ccccc1NC(=O)CCc1nnc2ccc(N3CCC4(CC3)OCCO4)nn12
→ i, 0.27
- COCCN(Cc1cc2cc3c(cc2nc1Cl)OCO3)C(C)=O
→ i, 0.02
- Cc1c(C(=O)N2CCCC2)c(S(=O)(=O)NCCc2ccccc2)c(C)n1C
→ i, -1.1
- CC(C)c1[nH]nc2c1C1(CCN(Cc3ccccc3)CC1)C(C#N)=C(N)O2
→ i, 0.36
- CN(c1ccccc1)S(=O)(=O)c1ccc(Cl)c(C(=O)NCCc2c[nH]c3ccccc23)c1
→ i, 0.56
- Cc1ccc(NC(=O)NC2=NN(c3ccccc3)C(=O)/C2=C2/CCCN2C)cc1
→ i, 0.42
- CCc1nc2cc(Cl)c(Cl)cc2nc1CC
→ i, 0.25
- O=C(Oc1ccc(F)cc1)c1cccnc1
→ i, -0.28

Part of the list above, with tabs:
Structure	CHT block	Kir21 inh
COc1cc(C)ccc1OCc1cc(C(=O)N2CCCCCC2)no1	.	0.09
CC(C)c1[nH]nc2c1C1(CCN(Cc3ccccc3)CC1)C(C#N)=C(N)O2	i	0.36

Carrying on:
Values run as follows: CHT block, Kir21 inh
- CCOC(=O)C1CCCN(C(=O)c2ccc(C)c(NC(=O)C3=C(C)OCCS3)c2)C1 (stereo not given)
→ i, 0.32
- Cc1ccc(-n2nc(C)c3c(C)c(CCC(=O)NCc4ccco4)c(C)nc32)cc1
→ i, 0.5
- Cc1cc2nc3n(c2cc1C)CC1CC(C(=O)NCc2ccccc2)N(C)C31 (stereo not given)
→ i, 0.12
- Cc1cccc(C(=O)NNC(=O)c2cccc([N+](=O)[O-])c2)c1
→ i, -0.08
- COc1ccc(C2CC(c3ccc(Br)cc3)=NN2C(=O)CSC2=NN3CCCC(=O)N=C3S2)cc1 (stereo not given)
→ i, -0.46
- CCOc1ccc(OCC)c(NC(=O)C2COc3ccccc3O2)c1 (stereo not given)
→ i, -0.83
- CCOC(=O)N1CCN(Cc2nc(N)nc(Nc3ccc(C)cc3)n2)CC1
→ i, 0.8
- CS(=O)(=O)NNC(=O)c1csc(Cc2c(Cl)sc3ccc(Cl)cc23)n1
→ i, 0.39
- Cc1nnc(NC(=O)c2ccc(S(=O)(=O)N3CCCCC3C)cc2)o1 (stereo not given)
→ i, -1.3
- O=C(NC(=S)NCC1CCCO1)C(c1ccccc1)c1ccccc1 (stereo not given)
→ i, 1.2
- Cn1c(=O)cc(Nc2ccccc2)[nH]c1=O
→ i, 0
- Cc1cccc2c1N(C(=O)CN1C(=O)c3ccccc3C1=O)C(C)(C)c1ssc(=S)c1-2
→ i, 0.06
- O=c1oc(-c2cccs2)nc2sc3c(c12)CCCCC3
→ i, 1.9
- O=C1CC(N2CCN(C/C=C/c3ccccc3)CC2)C(=O)N1CCc1ccccc1 (stereo not given)
→ i, -0.17
- CCCNc1nc2ccccc2n2c(C)nnc12
→ i, 0.06
- COc1ccc(-c2csc(Nc3cccnc3)n2)cc1OC
→ i, 0.74
- O=S(=O)(c1ccc(-c2nnc(SCc3ccccc3)o2)cc1)N1CCCC1
→ i, 0.6
- CC(=O)c1ccc(N2CCN(C(=O)C3CCN(S(=O)(=O)c4ccc5c(c4)CC(C)N5C(=O)C4CC4)CC3)CC2)cc1 (stereo not given)
→ i, -0.04
- COCCNC(=O)CN(C(=O)CCC(=O)Nc1ccccn1)c1ccc(F)cc1
→ i, 0.55
- OC(c1nc2ccccc2[nH]1)C(O)C(O)C(O)c1nc2ccccc2[nH]1 (stereo not given)
→ i, 2.5
- Cc1ccc2c(CC(=O)OC(C)C(=O)NCc3ccc4c(c3)OCO4)coc2c1 (stereo not given)
→ i, 0.34
- Cc1cc(C(=O)Nc2cccnc2Cl)on1
→ i, -1.1
- CCCc1nc2ccccc2c(=O)n1NC(=O)c1c(O)c2ccccc2[nH]c1=O
→ i, -2.1
- O=C(COc1cccc(NC(=O)c2ccco2)c1)c1ccccc1
→ i, -0.04
- CC1CCN(c2c(NCc3ccc(C(=O)NCc4cccnc4)cc3)c(=O)c2=O)CC1
→ i, 1.5
- COc1cc(C(=O)Nc2ccc3oc(-c4cccnc4)nc3c2)cc(OC)c1OC
→ i, -0.28
- O=S(=O)(/N=C(\Sc1ccc(Cl)cc1)c1ccccc1)c1ccccc1
→ i, -2.1

Gathered by group, the compounds so far containing bromine.
Values run as follows: CHT block, Kir21 inh
- Cc1c(Br)ccc(NC(=O)Cn2nc(-c3cccs3)ccc2=O)c1C
→ i, -0.99
- CCN(CC(=O)NC(C)(C)C)Cc1nc2c(Br)cc(Br)cc2c(=O)[nH]1
→ i, 0.3
- O=C(Nc1cccc2c1CCCC2)c1ccccc1Br
→ i, 0.04
- COc1ccc(C2CC(c3ccc(Br)cc3)=NN2C(=O)CSC2=NN3CCCC(=O)N=C3S2)cc1 (stereo not given)
→ i, -0.46
